Pemphigus Ab inh: human desmoglein-3 autoantibody binding inhibition. AID 588358. 310,000 compounds, 0.48% hits. DSG3-coupled beads, scFv-anti-DSG3-GFP binding, flow cytometry; hits give low values. binding (percent of control), % at 10 µM;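 active = binding more than 3 SD below its plate's average and above zero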;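 also: hits lower antibody fragment binding to DSG3; some compounds called inactive have numbers as strong as hits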
MOR-DOR ag: agonists of human mu-delta opioid receptor heterodimerization. activation, % at 9.3 µM. 340,000 compounds, 0.3% hits. AID 504326. P35372+P41143. cells, OPRM1-OPRD1 heterodimerization, luminescence; in the data active = activation above about 18%;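 also: 0% = vehicle-treated cells and 100% = reference agonist; values of inactives mirror those of a sister screen read the other way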
HTR5A ag ctr: activates human HTR5A in OPRM1-OPRD1 agonist counter-screen. P47898. HTR5A agonist assay, luminescence, cell-based. activation, % at 9.3 µM. 340,000 compounds, 0.61% hits. AID 504692; in the data active = activation mostly above about 9.5%, no sharp cut-off; inactive = mostly below about 7.6%;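 also: 0% = cells with vehicle only and 100% = reference agonist; strong numbers were not always called active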
Target sequence (P47898 whole entry, looked up): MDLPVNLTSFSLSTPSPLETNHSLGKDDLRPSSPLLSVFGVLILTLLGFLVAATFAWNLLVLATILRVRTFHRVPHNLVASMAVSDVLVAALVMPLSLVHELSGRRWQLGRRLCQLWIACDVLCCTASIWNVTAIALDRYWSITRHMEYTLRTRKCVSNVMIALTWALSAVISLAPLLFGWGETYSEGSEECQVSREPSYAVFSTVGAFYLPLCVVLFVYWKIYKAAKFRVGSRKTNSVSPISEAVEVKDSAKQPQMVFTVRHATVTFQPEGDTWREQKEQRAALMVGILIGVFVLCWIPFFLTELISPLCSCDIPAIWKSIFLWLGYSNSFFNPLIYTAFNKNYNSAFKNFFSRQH
DAGLB inh: blocks human DAGLB lipase activity; HEK293T DAGLB membrane lysate, EnzChek fluorogenic substrate; inhibition, % at 5.17 µM; 340,000 compounds, 0.059% hits; AID 504411; in the data active = inhibition above about 34%;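 also: 0% = enzyme with vehicle and 100% = wells lacking enzyme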
Target sequence (Q8NCG7 whole entry, looked up): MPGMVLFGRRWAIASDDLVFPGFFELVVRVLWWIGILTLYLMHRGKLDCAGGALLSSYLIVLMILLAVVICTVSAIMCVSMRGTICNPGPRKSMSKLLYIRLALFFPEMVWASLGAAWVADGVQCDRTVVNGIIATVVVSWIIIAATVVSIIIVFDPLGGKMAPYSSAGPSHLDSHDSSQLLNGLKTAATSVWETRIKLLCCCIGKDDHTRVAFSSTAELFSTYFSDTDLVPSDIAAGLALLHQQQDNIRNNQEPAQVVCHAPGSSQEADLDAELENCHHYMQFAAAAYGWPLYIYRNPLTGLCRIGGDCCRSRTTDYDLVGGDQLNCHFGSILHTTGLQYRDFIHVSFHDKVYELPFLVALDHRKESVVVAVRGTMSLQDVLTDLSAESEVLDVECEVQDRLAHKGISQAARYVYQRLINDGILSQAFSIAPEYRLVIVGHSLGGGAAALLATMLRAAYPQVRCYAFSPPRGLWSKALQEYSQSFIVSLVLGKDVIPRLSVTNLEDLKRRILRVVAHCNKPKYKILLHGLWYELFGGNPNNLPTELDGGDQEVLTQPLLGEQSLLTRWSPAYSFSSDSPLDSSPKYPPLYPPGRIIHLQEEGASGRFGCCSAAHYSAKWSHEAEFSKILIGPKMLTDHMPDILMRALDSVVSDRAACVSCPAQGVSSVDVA
HTR5A inv ag: counter-screen for OPRM1-OPRD1 inverse agonists: human HTR5A inverse agonism; AID 504634; inhibition, % at 9.3 µM; P47898; HTR5A cell line, luminescence; 340,000 compounds, 0.083% hits; in the data active = inhibition mostly above about 23%, no sharp cut-off; inactive = mostly below about 18%;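 also: 0% = cells with DMSO and 100% = no-cell wells with DMSO; some compounds called inactive have numbers as strong as hits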
Arr AP2 block: inhibitors of human beta-arrestin and AP2 interaction; inhibition, % at 10 µM; FITC-arrestin peptide / GST-AP2 beads, flow cytometry; AP2 beta2 appendage carries R879A mutation; AID 504490; 340,000 compounds, 0.31% hits;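 active = inhibition above a set limit, near 3 SD of compounds lacking own fluorescence, cut at about 54% in these data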;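 also: plate controls were DMSO wells for no effect and 5 µM unlabelled arrestin peptide for full effect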
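Measured by: flow cytometry, FL1 (488/535 nm); Material: AP2 appendage R879A on GSH beads; Evaluation: percent response; Timing: pre-incubation 12 min, peptide binding 1 h, room temperature; Also added: 50 nM FITC-arrestin peptide; Medium: PBS with 0.05% Tween 20 and 0.1% BSA.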
PKA-R1A activ: activates the PKA-R1A holoenzyme complex. 340,000 compounds, 0.083% hits. AID 504707. activation, % at 11.4 µM. PKA-R1A dissociation, Cy5-IP20 fluorescence polarization; scaled: DMSO 0%, 113 µM cGMP 100%. P00514+P68181;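 active = percent activation above the mean of all tested compounds plus 3 SD, cut at about 19% in these data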;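 also: higher means more PKAc released from R1A so a rise in polarization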
OPRM1-OPRD1 inv: inverse agonists of human mu-delta opioid receptor heterodimerization; P35372+P41143; cell-based MOR-DOR heterodimer luminescence, inverse agonism; inhibition, % at 9.3 µM; 340,000 compounds, 0.21% hits; AID 504357; in the data active = inhibition above about 22%, passing the limit was not always enough;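 also: 0% = cells with DMSO and 100% = wells without cells with DMSO; values of inactives mirror those of a sister screen read the other way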
V-ATPase pHluor: regulators of yeast V-ATPase proton transport; 350,000 compounds, 0.37% hits; S. cerevisiae, pHLuorin cytosolic pH fluorescence; response, % at 10 µM; AID 504577; in the data active = response mostly above about 7.3%, no sharp cut-off; inactive = mostly below about 5.4%; also: actives read high; inactives centre near 0; some compounds called inactive have numbers as strong as hits; reference of the scale not given here
PKA-R2B act: PKA-R2B complex activation | activation, % at 11.4 µM | PKA-R2B holoenzyme dissociation, Cy5-IP20 fluorescence polarization; R2B truncated from residue 108, S112A mutant; 0% DMSO only, 100% 113 µM cGMP | AID 504700 | 340,000 compounds, 0.079% hits | P22694+P31323;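 active = activation above a cutoff set at the mean over all compounds plus 3 SD, cut at about 18% in these data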;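 also: higher means more holoenzyme dissociation and a rise in polarization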
An asterisk follows results filed as active; . = not tested or not shown.

| Molecule | Pemphigus Ab inh | V-ATPase pHluor | PKA-R1A activ | MOR-DOR ag | PKA-R2B act | DAGLB inh | HTR5A inv ag | OPRM1-OPRD1 inv | Arr AP2 block | HTR5A ag ctr |
| --- | --- | --- | --- | --- | --- | --- | --- | --- | --- | --- |
| CC(NC(=O)c1cccc(S(=O)(=O)N2CCN(Cc3ccccc3)CC2)c1)c1ccc(Br)cc1 (configuration not stated) | . | 0 | -7 | -1.6 | -5 | -4 | -9 | 9 | 19 | 1 |
| O=C(CC12CC3CC(CC(C3)C1)C2)N/N=C/c1ccc([N+](=O)[O-])o1 | . | 1 | 8 | 10 | -1 | 4 | 11 | -52 | -2 | 5 |
| CC(=O)C1=C(O)C(=O)N(CCc2c[nH]c3ccccc23)C1c1ccc(O)cc1 (configuration not stated) | . | -1 | 2 | -2.9 | 10 | 4 | -17 | 17 | -3 | 7 |
| COc1ccccc1/C=C/C(=O)OCC(=O)Nc1cc(C(F)(F)F)ccc1N1CCOCC1 | 85 | 1 | 2 | -2.6 | 5 | -5 | -5 | 16 | 29 | -1 |
| NC(CO)(CO)COCc1ccccc1 | 97 | 1 | -1 | -1.6 | 1 | 0 | -8 | 8 | 13 | 3 |
| CCn1ccnc1CN(C)Cc1cn[nH]c1-c1ccc(OC)c(F)c1 | 99 | -2 | -1 | -3.2 | -8 | 2 | 1 | 16 | 11 | 0 |
| O=C(Nc1ccc2c(c1)OCO2)c1nn(-c2ccccc2)c(=O)c2ccccc12 | 105 | 9 | -3 | -2.5 | -7 | 7 | -8 | 13 | 7 | 4 |
| C#CCNC(=O)C1=C[C@@H](c2ccc(Br)cc2)C[C@@H](OCc2ccc(CO)cc2)O1 | 102 | 0 | -2 | -2.6 | -8 | -2 | -2 | 14 | -6 | 1 |
| Cc1ccccc1NC(=O)CCN1CCN(CCO)CC1 | 96 | 5 | -5 | -0.1 | -2 | 2 | -6 | 0 | -21 | 2 |
| COc1ccc(CN2C(=O)c3ccccc3C2C(=O)NC2CCCCCC2)c(OC)c1 (configuration not stated) | 94 | 4 | -4 | -2.8 | 2 | 1 | 4 | 15 | 28 | -1 |

Later entries
| Molecule | Pemphigus Ab inh | V-ATPase pHluor | PKA-R1A activ | MOR-DOR ag | PKA-R2B act | DAGLB inh | HTR5A inv ag | OPRM1-OPRD1 inv | Arr AP2 block | HTR5A ag ctr |
| --- | --- | --- | --- | --- | --- | --- | --- | --- | --- | --- |
| O=C(O)CSCC(=O)N1CCCN(c2nc3ccc(Cl)cc3s2)CC1 | 113 | -3 | 10 | -1.9 | -11 | 0 | 1 | 10 | 43 | 2 |
| CCN(CC)c1ccc(C=Nc2ccccc2)c(O)c1 | 110 | 3 | -6 | 2.7 | 1 | 1 | -4 | -12 | 16 | 5 |
| O=S(=O)(c1ccccc1)c1nc(-c2ccccc2Cl)oc1NCCCN1CCOCC1 | 101 | -1 | -1 | -0.5 | -4 | -1 | -14 | 2 | -1 | 4 |
| CC(=O)Nc1ccc(OC(=O)N2CCCC2)cc1 | 93 | -2 | -1 | -2.5 | -2 | -3 | -6 | 12 | 5 | 2 |
| Cc1ccc2c(c1)C(c1ccccc1)N(C(=O)c1ccc(Br)cc1)CC(=O)N2 (configuration not stated) | 111 | 0 | -8 | -2.5 | -3 | 3 | 2 | 11 | 6 | 0 |
| OCCn1c(SCCOc2ccccc2F)nc2ccccc21 | 99 | -4 | 0 | -1.6 | -15 | -2 | -11 | 9 | -10 | 1 |
| CC(C)Oc1ccc(CNC(=O)Cn2c(=O)oc3ccccc32)cc1 | 103 | -3 | 7 | -1.2 | -7 | -3 | -17 | 7 | -2 | 6 |
| O=C(CSc1nnc2ccccn12)c1ccc2c(c1)OCCO2 | 96 | 2 | -7 | -3.5 | 5 | -2 | 3 | 18 | -1 | -1 |
| C/C(=N\NC(=O)c1c(Br)c(C)nn1C)c1cccc(NC(=O)c2ccccc2F)c1 | 102 | 0 | 2 | 0.0 | -2 | -2 | 2 | 0 | -8 | -2 |
| COC(=O)c1nc2ccccc2s1 | 107 | 3 | 2 | -1.9 | 1 | 0 | -14 | 10 | -3 | 3 |

The results go on:
| Molecule | Pemphigus Ab inh | V-ATPase pHluor | PKA-R1A activ | MOR-DOR ag | PKA-R2B act | DAGLB inh | HTR5A inv ag | OPRM1-OPRD1 inv | Arr AP2 block | HTR5A ag ctr |
| --- | --- | --- | --- | --- | --- | --- | --- | --- | --- | --- |
| CCC(C)NC(=O)c1cc(OC)c(OC)c(OC)c1 (configuration not stated) | 101 | 0 | -18 | -2.2 | 0 | 0 | 14 | 12 | 10 | 1 |
| Cc1ccc(C)c(Cn2cnc3c(cnn3C(C)(C)C)c2=O)c1 | 105 | -2 | -11 | 4.9 | -10 | -7 | 2 | -27 | 8 | -1 |
| Cc1cc(C)c2nc(N3C(=O)C(O)=C(C(=O)c4ccco4)C3c3ccco3)sc2c1 (configuration not stated) | 102 | -78 | -19 | 1.1 | -5 | 17 | 6 | -6 | 7 | -2 |
| COc1cccc(C(=O)Nc2ccc(F)cc2F)c1 | 106 | -2 | -12 | -0.1 | 5 | -1 | 3 | 1 | 11 | -1 |
| Cc1noc(C)c1NC(=O)N(C)C[C@@H]1Oc2ncc(Br)cc2C(=O)N([C@@H](C)CO)C[C@H]1C | 116 | 2 | -6 | . | 2 | -1 | . | . | . | . |
| O=C(O)Cc1ccc(C(=O)CSc2ccccc2)s1 | 113 | 1 | -17 | -2.4 | 11 | 2 | -2 | 13 | -10 | 0 |
| COC(=O)C1=CN(C)C=C(C(=O)OC)C1c1ccccc1Cl | 72 | -4 | 9 | -1.8 | -2 | 2 | -11 | 10 | 25 | -2 |
| C/C(=N\NC(=O)c1cccc(C)c1)c1ccc(N2CCOCC2)cc1 | . | 9 | -2 | 0.3 | -16 | -1 | -2 | -2 | 7 | 0 |
| COc1cc(CCC(=O)OCC(=O)NCC2CCCCC2)cc(OC)c1OC | 105 | 1 | 2 | -1.1 | 8 | 0 | -7 | 6 | -7 | 3 |
| O=C(COC(=O)CCC(=O)c1cccs1)Nc1ncc(Cl)cc1Cl | 102 | -2 | 5 | 0.5 | 1 | 1 | 7 | -2 | 32 | -2 |

Further entries follow:
| Molecule | Pemphigus Ab inh | V-ATPase pHluor | PKA-R1A activ | MOR-DOR ag | PKA-R2B act | DAGLB inh | HTR5A inv ag | OPRM1-OPRD1 inv | Arr AP2 block | HTR5A ag ctr |
| --- | --- | --- | --- | --- | --- | --- | --- | --- | --- | --- |
| Cc1cc(C2=NNC(=NCCc3ccccc3)SC2)c(C)n1-c1c(C)n(C)n(-c2ccccc2)c1=O | 100 | -1 | 5 | 0.5 | -5 | 5 | 0 | -3 | 4 | 0 |
| O=C(CSC(=S)N1CCCCC1)c1c(F)cccc1F | . | -1 | 1 | -1.9 | -2 | -4 | -5 | 9 | -6 | 2 |
| CCc1ccc(OCC(=O)NNC(=O)CNC(=O)c2ccc(Br)o2)cc1 | 107 | -3 | 0 | -0.6 | -1 | 2 | 9 | 2 | -2 | -4 |
| Cc1ccc(NC(=O)/C(C#N)=C(\N)C(Cl)(Cl)Cl)nc1 | 99 | -3 | -14 | -1.4 | 10 | -1 | -10 | 7 | -8 | 2 |
| COc1ccc2c(c1)CCC1C2=NN(/C(C)=C\C(C)=O)C1c1ccc(F)cc1 (configuration not stated) | 219 | -4 | -13 | 0.9 | 6 | -5 | 3 | -7 | -2 | 0 |
| COc1ccc(C(CNC(=O)CCNS(=O)(=O)c2ccccc2C(F)(F)F)N2CCOCC2)cc1 (configuration not stated) | 110 | -3 | 2 | -3.7 | 3 | 1 | -4 | 19 | 4 | 2 |
| COc1cc(C2C3C(=O)N(c4ccc(F)cc4)C(=O)C3ON2c2ccccc2)ccc1O (configuration not stated) | 72 | 6 | -7 | -1.0 | -2 | -3 | 11 | 6 | 8 | 3 |
| O=C(COc1ccc2ccccc2c1)N1CCN(C(=O)c2cccnc2)CC1 | . | 4 | -3 | -2.4 | -5 | 0 | 2 | 13 | 15 | -1 |
| Cc1cc(C)cc(N(CC(=O)NC(C)(C)C)C(=O)CCC(=O)Nc2ccccn2)c1 | 113 | -4 | 4 | -3.1 | -3 | 2 | 1 | 15 | 26 | 0 |
| C[C@@H]1CN([C@@H](C)CO)C(=O)c2cc(C#Cc3cccc(F)c3)cnc2O[C@@H]1CN(C)CC1CCOCC1 | . | -2 | -7 | . | -5 | 1 | . | . | . | . |

Going on with the list:
| Molecule | Pemphigus Ab inh | V-ATPase pHluor | PKA-R1A activ | MOR-DOR ag | PKA-R2B act | DAGLB inh | HTR5A inv ag | OPRM1-OPRD1 inv | Arr AP2 block | HTR5A ag ctr |
| --- | --- | --- | --- | --- | --- | --- | --- | --- | --- | --- |
| Cc1ccc(Nc2cc(C)nc3c(C)ccc([N+](=O)[O-])c23)cc1 | 91 | -2 | -5 | 10 | 0 | 6 | 2 | -74 | -5 | -1 |
| C=CCN1C(=O)c2ccc(C(=O)OCC(=O)Nc3ccccc3OC)cc2C1=O | . | 0 | -4 | -2.2 | -5 | -2 | -14 | 8 | 5 | -2 |
| O=C(Nc1nnc(SCc2cccc(F)c2)s1)c1ccco1 | 98 | 2 | -4 | -2.1 | -12 | 3 | 21 | 10 | -21 | 4 |
| Cc1ccc(-c2n[nH]c(=S)n2/N=C/c2c(C)nn(-c3ccccc3)c2C)cc1 | 89 | 7 | 4 | 1.6 | 7 | -5 | 3 | -10 | -12 | -1 |
| CCOCCCNC(=S)N(CCN(C)C)Cc1cc2cc3c(cc2[nH]c1=O)OCCO3 | 94 | 2 | -10 | -1.2 | 7 | 1 | 12 | 6 | 36 | -3 |
| Cc1ccc2nc(SCC(=O)N3CC(C)OC(C)C3)nc(=O)n2c1 (configuration not stated) | 103 | 1 | -12 | -3.9 | -16 | -3 | 6 | 20 | -9 | -2 |
| Cc1cc(=O)n(CCC(=O)O)c2ccccc12 | 96 | -1 | -9 | -2.3 | 0 | -2 | -20 | 13 | 4 | -2 |
| NC1=NC[C@@H](Cc2ccc(O)cc2)N1CCc1cc(C(F)(F)F)cc(C(F)(F)F)c1 | 107 | 1 | -5 | -0.7 | -4 | -1 | -16 | 4 | 1 | -1 |
| O=C(Nc1cccc(-c2nnc(-c3ccccc3)o2)c1)C1CCCO1 (configuration not stated) | 88 | -2 | -9 | -0.2 | -23 | -1 | 25 | 1 | -1 | 3 |
